Compound activity (PubChem BioAssay)
TEAD-YAP inh: TEAD-YAP interaction inhibition. HEK-TIYL cells, TEAD-Gal4/YAP UAS-luciferase luminescence. inhibition, % at 9.12 µM. 1.4% of 640,000 active. AID 1259422; in the data active = inhibition above about 32%;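 also: 0% = median of test compound wells and 100% = reference inhibitor wells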
GPR151 ag: human GPR151 activation. PathHunter beta-arrestin GPR151 cells, luminescence. 1% of 650,000 active. activation, % at 11.2 µM; in the data active = activation above about 4.9%;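 also: 0% = median of compound wells and 100% = cells with positive control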
FBW7 activator: activators of human E3 ligase FBW7. 0.13% of 650,000 active. AlphaScreen FBW7–phospho-cyclin E peptide binding, activator screen. Q969H0. normalized activity (activation), % at 26.1 µM; in the data active = normalized activity above about 1.9%;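 also: purified mutant Fbw7 with reduced substrate affinity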
Target sequence (Q969H0 whole entry, looked up): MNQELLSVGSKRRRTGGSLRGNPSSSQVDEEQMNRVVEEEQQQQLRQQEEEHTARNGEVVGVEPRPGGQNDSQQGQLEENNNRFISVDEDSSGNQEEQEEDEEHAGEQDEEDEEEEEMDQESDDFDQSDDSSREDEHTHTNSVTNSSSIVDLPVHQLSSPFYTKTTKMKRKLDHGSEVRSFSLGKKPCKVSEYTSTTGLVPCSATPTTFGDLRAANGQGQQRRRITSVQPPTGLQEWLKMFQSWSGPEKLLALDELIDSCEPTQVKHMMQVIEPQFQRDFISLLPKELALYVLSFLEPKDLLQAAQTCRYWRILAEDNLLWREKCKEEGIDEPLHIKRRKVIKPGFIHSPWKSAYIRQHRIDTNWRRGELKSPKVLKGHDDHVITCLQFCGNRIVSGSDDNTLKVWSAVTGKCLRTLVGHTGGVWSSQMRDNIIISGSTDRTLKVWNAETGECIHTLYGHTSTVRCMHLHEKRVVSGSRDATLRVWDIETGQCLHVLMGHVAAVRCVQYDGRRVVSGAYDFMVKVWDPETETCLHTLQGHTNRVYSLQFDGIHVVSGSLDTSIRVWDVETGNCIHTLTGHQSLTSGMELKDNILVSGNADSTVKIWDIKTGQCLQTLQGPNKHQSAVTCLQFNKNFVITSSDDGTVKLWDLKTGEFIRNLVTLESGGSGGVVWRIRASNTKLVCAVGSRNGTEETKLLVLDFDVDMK
MITF primary: human MITF inhibition, primary screen; 0.91% of 650,000 active; inhibition, % at 2.6 µM; AlphaScreen MITF homodimerization, bead proximity signal; AID 1259374; O75030; in the data active = inhibition above about 50%;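 also: 0% = vehicle wells with protein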
* marks the source's active call; other numbers are inactive results; & = joins results of further samples.

SMILES	TEAD-YAP inh	GPR151 ag	FBW7 activator	MITF primary
O=[N+]([O-])c1ccc(Nc2ccc(O)cc2)c(S(=O)(=O)N2CCOCC2)c1	-1	1.8	0.0	4
O=C(NC1CCCCC1)NC1(C(=O)NCCCN2CCOCC2)CCCCC1	3	-0.4	1.9*	11
Cc1cccc(NC(=O)C(C)N2CCN(c3ccccc3O)CC2)c1 (centres undefined)	-2	-1.2	0.2	-1
Cc1ccc2c(C)nc(NC3=NCN(C4CCCC4)CN3)nc2c1	4	-0.1	0.1	5
O=C(Nc1ccn(Cc2ccc(Cl)cc2)n1)c1ccco1	-58	1.1	-0.1	2
CCOC(=O)c1ccc(NC(=O)/C(C#N)=C/c2ccccc2OC(C)C)cc1	3	4.1	0.2	6
Cc1cccc(Nc2nc(C(=O)NC3CCN(Cc4ccccc4)CC3)cs2)n1	15	-0.1	-0.1	-2
CC(=O)Nc1ccc(NC(=O)c2cnc(Nc3ccncn3)s2)cc1	8	0.2	0.1	9
O=C(O)c1ccc(C=Nc2ccc(C(=O)O)cc2)cc1	2	-1.4	0.6	0
COc1nc(OC)nc(N2CCCCCC2)n1	-9	-0.6	0.3	5
Cc1cnc(CNc2cc(-c3ccccc3F)nc(-c3cccnc3)n2)nc1	43*	0.4	-0.4	15
COc1ccc(OC)c(CNc2ccc3c(c2)nc(C)n3C)c1	6	0.9	-0.1	8
Cc1nc2c(ccc3nc(NC(=O)c4ccc(S(=O)(=O)N5CC(C)CC(C)C5)cc4)sc32)s1 (centres undefined)	-2	0.2	-0.1	-112
O=C(CSc1nc(NCc2ccc(Cl)cc2)c2ccccc2n1)Nc1nccs1	3	-0.1	0.1	-9
O=C(CCCCn1c(=S)[nH]c2ccsc2c1=O)N1CCCC1	0	-0.4	0.0	0

Single records, from the list above. Screens in order: TEAD-YAP inh | GPR151 ag | FBW7 activator | MITF primary
O=C(O)c1ccc(C=Nc2ccc(C(=O)O)cc2)cc1 is listed as 2 | -1.4 | 0.6 | 0
O=C(NC1CCCCC1)NC1(C(=O)NCCCN2CCOCC2)CCCCC1 is listed as 3 | -0.4 | 1.9* | 11

More structures follow.
SMILES	TEAD-YAP inh	GPR151 ag	FBW7 activator	MITF primary
COc1cc2oc(=O)c(Br)c(C)c2c(OC)c1OC	-7	-0.6	0.0	-1
O=c1[nH]c2ccc(S(=O)(=O)Nc3ccc([N+](=O)[O-])cc3)cc2s1	4	2.3	0.0	0
COC(=O)C1C(=O)CC(C)(O)C(C(=O)OC)C1c1cccnc1 (centres undefined)	2	-0.6	0.0	-1
O=C(O)c1ccc(NC(=O)C2CCCCC2)c(NC(=O)C2CCCCC2)c1	11	3.8	0.0	8
CCn1cnc2sc(C(=O)Nc3ccc([N+](=O)[O-])cc3C)c(C)c2c1=O	-5	-0.8	0.0	16
c1cc[n+](CC2OCc3ccccc3CO2)cc1	-1	-0.8	-0.3	-4
C=CCOc1ccccc1/C=C1\Oc2ccc(C(=O)OC)cc2C1=O	16	-0.1	-0.1	10
COCCn1c(C)cc(/C=C(\C#N)c2ccc(C)cc2)c1C	-32	-0.2	-0.4	4
CCOC(=O)c1c(C)n(C)c2cc3c(cc12)OC(=O)C3(O)C(F)(F)Cl (centres undefined)	3	-0.8	0.0	14
CC(C)C(NS(=O)(=O)c1cccs1)C(=O)NCc1ccccc1Cl (centres undefined)	12	0.1	0.1	0
Cc1ccc(-c2nc3ccccc3[nH]2)cc1	18	-11	0.0	4
O=C(CN1CCN(C(=S)Nc2ccccc2)CC1)Nc1ccc(F)cc1	6	0.2	0.1	0
COc1ccc(C(=O)N[C@H](C(=O)NCc2ccco2)C(C)C)cc1	1	2.5	-0.1	-2
COC(=O)Cn1sc2c3c(ccc2c1=O)C(=O)c1ccccc1C3=O	-5	-0.4	-0.1	-12
CCCNc1ncnc2c1c(-c1ccccc1)cn2-c1cccc(C(F)(F)F)c1	-1	0.9	0.0	11
COc1cccc(C2=NC(c3ccc(Cl)cc3)NC(c3cc(Br)ccc3O)C2)c1 (centres undefined)	-3	0.7	0.1	-2
O=C1OC(c2ccccc2)=N/C1=C\c1ccc(-c2cccc([N+](=O)[O-])c2)o1	-1	-0.7	0.1	1
COc1ccc(N=C2NC(=O)/C(=C\c3cc(OC)ccc3OC)S2)cc1	19	2.7	-0.1	-17
COc1ccc(Cc2nnc(NC(=O)c3ccc(C(C)(C)C)cc3)s2)cc1OC	6	-1.1	0.0	9
Cn1c(=O)[nH]c2c(nc(-c3ccc(Cl)cc3)n2CCc2ccccc2)c1=O	7	2.1	-0.1	-5
COc1ccc(-n2cc(-c3ccccc3)c3c(NC4CCCC4)ncnc32)cc1	-2	-0.4	0.1	10
COc1ccc(-c2[nH]nc3c2C(c2ccc(OC(=O)N4CCOCC4)cc2)C(C#N)=C(N)O3)cc1 (centres undefined)	-4	-1.1	-0.4	-6
Cc1cccc(NC(=O)Cn2c3ccccc3c(=O)c3ccccc32)n1	3	-0.3	0.1	7
CC(C)c1cc(CN2CCCC(CNC(=O)c3ccc4c(c3)OCO4)C2)[nH]n1 (centres undefined)	-3	1.2	-0.1	-12
C/C(=N\NC(=O)c1cc(-c2c(C)nn(-c3ccccc3)c2C)n[nH]1)c1ccccc1O	44*	4.0	-0.1	7
O=C(c1ccccc1[N+](=O)[O-])n1nc(-c2cccnc2)nc1NCc1cccs1	-2	0.6	0.1	-10
CCn1c(Cc2ccccc2)nnc1SCC(=O)Nc1nnc(-c2ccccc2)s1	-4	-0.6	0.1	12
CCn1c(=N)c(C(=O)N2CCN(C)CC2)cc2c(=O)n3cccc(C)c3nc21	2	0.4	-0.5	1
CN(Cc1ccccc1)C(=O)CNC(=O)Cn1ccc2ccccc2c1=O	5	-1.4	0.0	-26
COc1ccc(C(=O)NC(=S)Nc2cccc(C(C)=O)c2)cc1OC	-15	-0.4	-0.1	-15

17 neighbouring compounds from above, quoted:
SMILES	TEAD-YAP inh	GPR151 ag	FBW7 activator	MITF primary
Cc1ccc(-c2nc3ccccc3[nH]2)cc1	18	-11	0.0	4
O=C(CN1CCN(C(=S)Nc2ccccc2)CC1)Nc1ccc(F)cc1	6	0.2	0.1	0
COc1ccc(C(=O)N[C@H](C(=O)NCc2ccco2)C(C)C)cc1	1	2.5	-0.1	-2
COC(=O)Cn1sc2c3c(ccc2c1=O)C(=O)c1ccccc1C3=O	-5	-0.4	-0.1	-12
CCCNc1ncnc2c1c(-c1ccccc1)cn2-c1cccc(C(F)(F)F)c1	-1	0.9	0.0	11
COc1cccc(C2=NC(c3ccc(Cl)cc3)NC(c3cc(Br)ccc3O)C2)c1 (centres undefined)	-3	0.7	0.1	-2
O=C1OC(c2ccccc2)=N/C1=C\c1ccc(-c2cccc([N+](=O)[O-])c2)o1	-1	-0.7	0.1	1
COc1ccc(N=C2NC(=O)/C(=C\c3cc(OC)ccc3OC)S2)cc1	19	2.7	-0.1	-17
COc1ccc(Cc2nnc(NC(=O)c3ccc(C(C)(C)C)cc3)s2)cc1OC	6	-1.1	0.0	9
Cn1c(=O)[nH]c2c(nc(-c3ccc(Cl)cc3)n2CCc2ccccc2)c1=O	7	2.1	-0.1	-5
COc1ccc(-n2cc(-c3ccccc3)c3c(NC4CCCC4)ncnc32)cc1	-2	-0.4	0.1	10
COc1ccc(-c2[nH]nc3c2C(c2ccc(OC(=O)N4CCOCC4)cc2)C(C#N)=C(N)O3)cc1 (centres undefined)	-4	-1.1	-0.4	-6
Cc1cccc(NC(=O)Cn2c3ccccc3c(=O)c3ccccc32)n1	3	-0.3	0.1	7
CC(C)c1cc(CN2CCCC(CNC(=O)c3ccc4c(c3)OCO4)C2)[nH]n1 (centres undefined)	-3	1.2	-0.1	-12
C/C(=N\NC(=O)c1cc(-c2c(C)nn(-c3ccccc3)c2C)n[nH]1)c1ccccc1O	44*	4.0	-0.1	7
O=C(c1ccccc1[N+](=O)[O-])n1nc(-c2cccnc2)nc1NCc1cccs1	-2	0.6	0.1	-10
CCn1c(Cc2ccccc2)nnc1SCC(=O)Nc1nnc(-c2ccccc2)s1	-4	-0.6	0.1	12

(further entries)
SMILES	TEAD-YAP inh	GPR151 ag	FBW7 activator	MITF primary
Cc1cc(/C=C2\C(=O)NC(=O)N(Cc3ccco3)C2=O)c(C)n1C1CC1	-4	-2.2	-0.5	62*
CC1CN(S(=O)(=O)c2cccc(C(=O)Nc3ccccc3)c2)CC(C)O1 (centres undefined)	7	0.7	0.0	-9
CC(NC(=O)c1cccc(I)c1)c1ccc(F)cc1 (centres undefined)	-1	-0.6	0.2	4
Cc1[nH]n2c(=O)c3c(nc2c1-c1ccc(F)cc1)CCCC3	-4	1.4&-0.3	0.1	8
O=C1c2c(O)ccc([N+](=O)[O-])c2C(=O)c2c([N+](=O)[O-])ccc(O)c21	6	-2.0	-0.3	23
CC1(C)CC(=O)C(=CN2CCOCC2)C(=O)C1	3	0.5	0.0	19
O=C1c2ccc(Oc3ccc([N+](=O)[O-])cc3)cc2C(=O)N1Cc1ccco1	0	-0.4	0.1	4
CN(C)CCNc1cc(-c2cccnc2)nc(-c2cccnc2)n1	5	-0.2	-0.1	1
COc1cccc(CN2CCc3nc4ncccc4cc3C2)c1	-8	1.1	-0.2	5
CCN(Cc1ccncc1)C1CCN(c2ccc(CC(=O)NCc3ccccc3)cc2)CC1	41*	-0.6	0.4	15
O=C(O)CSc1nnc(-c2ccncc2)n1Cc1ccccc1	-14	0.9	0.1	0
Cc1ccn(S(=O)(=O)c2ccc(C)c(N3CCCC3=O)c2C)n1	8	0.6	2.0*	11
Cc1cccc(OCC(O)Cn2c(NCCC(C)C)nc3c2c(=O)[nH]c(=O)n3C)c1 (centres undefined)	6	-0.7	0.0	12
CSCCC(NC(=O)c1ccccc1)C(=O)NCCc1c[nH]c2ccccc12 (centres undefined)	0	1.5	-0.3	3
CC1CCCCC1NC(=O)CN1CCC(NC(=O)Nc2ccccc2)CC1 (centres undefined)	-15	-0.5	-0.2	-6
COC(=O)c1ccc(CSc2ccc3nnc(-c4ccc(F)cc4)n3n2)o1	-13	0.5	-0.1	-9
O=C(CSc1nc(=O)n(CC2CCCO2)c2c1CCCC2)NCc1ccc(F)cc1 (centres undefined)	12	-0.1	0.0	10
CC(C)=CCC/C(C)=C/CC/C(C)=C/CSc1ccccc1C(=O)O	9	0.6	0.6	3
CC(=O)NC(CC(C)C)c1nnc2n1CCN(Cc1c(F)cccc1F)CC2 (centres undefined)	4	-1.1	0.1	2
COc1ccc2ccccc2c1/C=C1/N=C(c2ccc(Cl)c(Cl)c2)OC1=O	8	2.2	0.0	-8
CN(C)c1ccc(/C=N/N=C2/C(=N/O)CCc3nonc32)cc1	-6	0.9	0.1	5
Cc1cc(C(=O)CSc2nnc3sc4ccccc4n23)c(C)n1-c1ccc(Cl)cc1	-4	0.8	0.0	21
Cc1cccc(N(CC(=O)NC2CCCCC2)C(=O)Cn2nnc(-c3ccc(C)o3)n2)c1	20	-1.7	0.3	10
COCCCN1C(=O)C2C(C(=O)Nc3ccc(C)cc3)C3C=CC2(O3)C1C(=O)NC1CCCCC1 (centres undefined)	6	0.8	0.0	7
Cc1ccc(C(=O)NCC(=O)NC2CCCCC2)cc1	-5	-0.4	0.0	-3
Cc1ccc(-n2nc3c(c2NC(=O)c2cccc(Cl)c2)CS(=O)(=O)C3)c(C)c1	7	0.8	0.1	13
CCCCOC(=O)CCCCCN1C(=O)c2c(Cl)c(Cl)c(Cl)c(Cl)c2C1=O	14	-1.1	0.6	3
